Screening results: PubChem BioAssay, National Center for Advancing Translational Sciences (NCATS)
ELG1 genotox – qHTS screen for small molecules that induce genotoxicity in human embryonic kidney (HEK293T) cells expressing luciferase-tagged ELG1; HEK293T ELG1-luciferase reporter, luminescence, 16 h; Potency, µM (highest dose often 46 µM), for inactives: at the highest dose activity change, positive = activation, usual class: activators; 330,000 tested, 1.3% active; further: potency means the concentration at half of the fitted maximal effect; % of control where 0% means no effect; nearly all actives have a fitted effect of over 60% in size
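Luminescence read-out: rising ELG1-luciferase signal, reflecting elevated ELG1 protein under genetic stress, flags genotoxic compounds. Cells were treated for 16 hr at 37 °C before ONE-Glo detection.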
NPC1 prom act – qHTS Assay for NPC1 Promoter Activators. Huh7 NPC1 promoter luciferase reporter, 24 h. Potency, µM (top dose mostly 9.22 µM), for the others: at the highest dose activation, most hits filed as activators. AID 485313, 2010. 320,000 tested, 2.4% active;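 further: potency means the concentration at half of the fitted maximal effect; % of control where 0% means no effect; nearly all actives have a fitted effect of over 60% in size; reporter is driven by a mutant NPC1 promoter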
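Stable NPC1-promoter luciferase Huh7 line; cpd (DMSO) 24 h, 37 °C, 5% CO2; Amplite luciferase reagent 10 min RT; luminescence readout. qHTS format.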
Rab9 prom act – qHTS Assay for Rab9 Promoter Activators | AID 485297, 2010 | Potency, µM (titrated, usually from 9.22 µM), for inactives: top-dose activation, negative = inhibition, hits mostly activators | 320,000 tested, 2.8% active | Huh7 Rab9 promoter-luciferase reporter, luminescence, 24 h; further: potency means the concentration at half of the fitted maximal effect; % of control where 0% means no effect; nearly all actives have a fitted effect of over 60% in size
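Stable Rab9-luc Huh7, 1500 cells/well, 2 h settle; cmpd in DMSO, 24 h, 37 °C/5% CO2; luciferase reagent 10 min RT; luminescence.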
FLuc counter – qHTS profiling assay for firefly luciferase inhibitor/activator using purifed enzyme and Km concentrations of substrates (counterscreen for miR-21 project); AID 588342, 2011; purified FLuc, Km substrates, luminescence inhibition; Luciferin 4-monooxygenase (Photinus pyralis), P08659; Potency, µM (titrated, usually from 57.5 µM), for the others: at the highest dose activity change, negative = inhibition, usual class: inhibitors; 360,000 tested, 6.9% active;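 further: potency means the concentration at half of the fitted maximal effect; plate controls were vehicle for no effect and reference inhibitor for full effect; nearly all actives have a fitted effect of over 55% in size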
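Purified P. pyralis luciferase (10nM final) with 10uM D-luciferin and 10uM ATP (Km levels) in 50mM Tris acetate pH 7.5, 10mM Mg acetate, 0.01% Tween-20, 0.05% BSA; qHTS 6-point titration, ~60 µM downward; luminescence read.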
VP16 counter – VP16 counterscreen qHTS for inhibitors of ROR gamma transcriptional activity; Potency, µM (top dose mostly 53.6 µM), inactives show top-dose activity, negative = inhibition, usual class: inhibitors; 310,000 tested, 3.5% active; Drosophila S2 Gal4-VP16 UAS-luciferase, luminescence, 20 h;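 further: Gal4-VP16 expression switched on by copper sulfate through the metallothionein promoter; potency means the concentration at half of the fitted maximal effect; on the % scale 0 is the no-effect control and ±100 the full control effect; nearly all actives have a fitted effect of over 50% in size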
Giardia kill – Small Molecules that selectively kill Giardia lamblia: qHTS; AID 540267, 2011; activity change, % at 7.66 µM, hits read low; 340,000 tested, 0.15% active; Giardia lamblia trophozoite viability; in the data active means activity change below about -80%; inconclusive means between about -30% and that limit;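 further: parasites exposed to compound for two days anaerobically before the ATP read; on the % scale 0 is the no-effect control and ±100 the full control effect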
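Trophozoite viability was measured as ATP-dependent luminescence, read 15-30 min after reagent addition. Before that, parasites at 100 cells/well were exposed to compounds for 48 h, anaerobically, at 37 deg C.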
RORgamma inh – qHTS for inhibitors of ROR gamma transcriptional activity. Nuclear receptor ROR-gamma (Mus musculus), P51450. Drosophila S2 Gal4-RORgamma UAS-luciferase reporter, 20 h. 310,000 tested, 5.4% active. Potency, µM (top dose mostly 53.6 µM), for inactives: at the highest dose activity change, negative = inhibition, most hits filed as inhibitors; further: potency means the concentration at half of the fitted maximal effect; on the % scale 0 is the no-effect control and ±100 the full control effect; nearly all actives have a fitted effect of over 60% in size
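In this cell-based reporter format, copper sulfate (700 uM final) drives Gal4–ROR gamma fusion expression from a metallothionein promoter in Drosophila Schneider cells; compounds preincubated 1 hr, reporter read after 20 hr at ambient temperature.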
Menin MLL FP TR – qHTS Assay for Inhibitors Targeting the Menin-MLL Interaction in MLL Related Leukemias: Competition With Texas Red Labeled MLL-derived Mutant Peptide. Menin + Texas Red MLL mutant peptide, fluorescence polarization. AID 1768, 2009. 270,000 tested, 0.23% active. Potency, µM (highest dose often 61.6 µM), inactives show at the top dose FP activity change, negative = inhibition, most hits filed as inhibitors; active means well fitted inhibition curve with a large enough effect in the polarisation, with a control signal flat, not every such curve was filed as active; inconclusive means small, poorly fitted or top-dose-only effect, or effect the other way, or a change in a side signal; inactive means no such curve, though single readings can be large or run the other way; the % refers to the polarisation; further: potency means the concentration at half of the fitted maximal effect; % of control where 0% means no effect; many of its hits are not listed in these tables
Target sequence (O00255 whole entry, looked up): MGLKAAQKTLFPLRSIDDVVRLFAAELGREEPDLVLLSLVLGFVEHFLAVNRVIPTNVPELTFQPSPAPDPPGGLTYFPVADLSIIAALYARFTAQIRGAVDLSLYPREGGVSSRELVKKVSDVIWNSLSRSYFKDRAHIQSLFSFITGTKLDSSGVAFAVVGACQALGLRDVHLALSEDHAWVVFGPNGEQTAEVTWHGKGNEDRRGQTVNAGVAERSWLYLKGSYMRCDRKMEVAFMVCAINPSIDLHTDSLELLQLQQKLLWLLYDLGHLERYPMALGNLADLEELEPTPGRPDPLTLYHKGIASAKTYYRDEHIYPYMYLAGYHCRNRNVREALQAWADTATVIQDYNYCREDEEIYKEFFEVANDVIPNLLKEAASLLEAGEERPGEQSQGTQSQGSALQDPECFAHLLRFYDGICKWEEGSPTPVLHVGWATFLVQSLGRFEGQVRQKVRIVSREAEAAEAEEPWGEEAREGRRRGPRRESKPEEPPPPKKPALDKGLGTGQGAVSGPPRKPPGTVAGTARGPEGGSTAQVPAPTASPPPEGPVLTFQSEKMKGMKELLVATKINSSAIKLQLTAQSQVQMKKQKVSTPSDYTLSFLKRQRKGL
BRCA1 expr act – qHTS Assay to Identify Small Molecule Activators of BRCA1 Expression. MCF7-BRCA1-FFLuc reporter, luminescence, 48 h; response scale: scaled: vehicle 0%, 10 µM genistein 100%. Potency, µM (series often up to 46.1 µM), for the others: top-dose activation, most hits filed as activators. 380,000 tested, 1.1% active; further: potency means the concentration at half of the fitted maximal effect; nearly all actives have a fitted effect of over 80% in size; some results filed as inactive show a strong effect at the top dose
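48 h compound treatment of MCF7-BRCA1-FFLuc cells (phenol-red free MEM, 37 °C), then 15 min with luciferase substrate and luminescence imaging.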
p53 reactivator – qHTS assay for re-activators of p53 using a Luc reporter | AID 504706, 2011 | 320,000 tested, 0.063% active | H1299 p53-A138V BP100-luciferase reporter, luminescence, 24 h | Potency, µM (doses to about 92.2 µM), without a hit: at the top dose activity change, positive = activation, hits mostly activators; further: potency means the concentration at half of the fitted maximal effect; % of control where 0% means no effect; nearly all actives have a fitted effect of over 45% in size
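H1299 (p53-null), stable ts p53-A138V + BP100-Luc; 1000 cells/well, Opti-MEM/10% FBS; cpd 4 pt, 1:5; 24 h, 37 deg C, 5% CO2; detection reagent 10 min RT; luminescence.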
PKM2 activator – qHTS Assay for Activators of Human Muscle isoform 2 Pyruvate Kinase. purified PKM2, Kinase-Glo ATP luminescence, activation; response scale: 0% is enzyme alone, no compound. Potency, µM (highest dose often 57.5 µM), without a hit: top-dose activation, most hits filed as activators. 260,000 tested, 0.34% active; further: potency means the concentration at half of the fitted maximal effect; on the % scale 0 is the no-effect control and ±100 the full control effect; nearly all actives have a fitted effect of over 55% in size
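Purified hPK-M2 (>95%) run at intermediate activity with 0.1 mM ADP and 0.5 mM PEP in 50 mM imidazole pH 7.2, KCl, MgCl2; 1 h room temperature. ATP formed read by Kinase-Glo luminescence; normalized to uninhibited and no-enzyme controls.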
Numbers without * were called inactive; ? = inconclusive; / = not tested or not shown; [ ] = dose if it differs, or a comment. Unless noted, the call rests on the fitted dose curve; in most records, active means well fitted curve in the direction sought with a large enough effect; inconclusive means small, poorly fitted or top-dose-only effect, or another doubt; inactive means no such curve, though single readings can be large; an effect the other way counts as inactive or inconclusive. Not all compounds are listed; count on the stated rates, not on these rows.

The first 2 entries (preview)
item	structure	Giardia kill	BRCA1 expr act	p53 reactivator	FLuc counter	Menin MLL FP TR	RORgamma inh
1	COc1ccc2c(Cl)c(C(=O)NCCCn3ccnc3)sc2c1	8	-18%	3%	?	8%	-1%
2	Cc1cccc(C)c1NC(=O)COc1ccccc1C(=O)Nc1ccc(Br)cn1	-7	-49%	15%	-4%	-5%	1%

item	Rab9 prom act	NPC1 prom act	ELG1 genotox	PKM2 activator	VP16 counter
1	8%	13%	14%	0%	1%
2	-3%	1%	9%	0%	?

Main list, from the start:
item	structure	Giardia kill	BRCA1 expr act	p53 reactivator	FLuc counter	Menin MLL FP TR	RORgamma inh
1	COc1ccc2c(Cl)c(C(=O)NCCCn3ccnc3)sc2c1	8	-18%	3%	?	8%	-1%
2	Cc1cccc(C)c1NC(=O)COc1ccccc1C(=O)Nc1ccc(Br)cn1	-7	-49%	15%	-4%	-5%	1%
3	CCN(C(=O)c1ccco1)c1nc(CC(=O)Nc2ccc(Cl)cc2)cs1	7	-69%	-2%	?	18%	?
4	CCN(CC)c1nc(SCC(=O)O)nc(N(CC)CC)n1	-3	-8%	-6%	3%	8%	0%
5	CSc1ccccc1NC(=O)CCn1c(=O)oc2ccccc21	-1	1%	/	6%	3%	/
6	O=C(Nc1cccc(S(=O)(=O)N2CCCC2)c1)c1ccc2c(c1)OCO2	-3	-9%	4%	?	-2%	?
7	COC(=O)C1C(=O)C2=C(CC1C)NC(C)=C(C(=O)OC(C)C)C2c1ccc(OC)c(O)c1 (centres undefined)	28	-18%	-2%	0%	/	12%
8	CNCc1ccccc1OCc1ccc(F)cc1	0	-2%	8%	-1%	6%	0%
9	COc1ccc(CCNC(=O)CCN2C(=O)C(C)Oc3ccc(C)cc32)cc1OC (centres undefined)	-11	0%	-3%	-2%	9%	10%
10	Cc1cccc(NC(=O)Cn2nnc(C(=O)NCc3cccs3)c2N)c1C	2	14%	-14%	1%	-9%	-32%
11	CCCS(=O)(=O)N1CCC(C(=O)NCCCN(C)Cc2ccccc2)CC1	-11	1%	12%	2%	27%	9%
12	Cc1ccc(S(=O)(=O)N2CCCCC2)cc1C(=O)OCC(=O)NC(=O)NC12CC3CC(CC(C3)C1)C2	-30	-17%	1%	-1%	-2%	8%
13	Cc1c(O)c(S(=O)c2ccccc2)c(=O)n(-c2ccccc2)c1-c1ccccc1 (centres undefined)	0	-15%	-12%	-4%	-1%	4%
14	Cc1cc(C)n2cc(COc3ccccc3)nc2n1	6	10%	9%	-12%	-3%	13%
15	Cc1ccc(NC(=O)C2CCN(S(=O)(=O)c3ccc4c(c3)NC(=O)C(C)S4)CC2)c(C)c1 (centres undefined)	3	-37%	4%	1%	/	?

item	Rab9 prom act	NPC1 prom act	ELG1 genotox	PKM2 activator	VP16 counter
1	8%	13%	14%	0%	1%
2	-3%	1%	9%	0%	?
3	15%	27%	-7%	-2%	-6%
4	1%	-3%	-8%	-1%	-1%[0.365 µM]
5	6%	0%	9%	10%	/
6	-3%	1%	-2%	0%	?
7	-2%	0%	10%	0%	3%
8	-4%	-4%	-6%	-45%	-1%
9	0%	-2%	-1%	2%	-6%
10	2%	-14%	2%	-3%	1%
11	3%	-2%	0%	-2%	-5%
12	-7%	-7%	3%	1%	5%
13	3%	1%	-1%	-19%	-12%
14	12%	3%	-4%	-2%	-8%
15	-4%	0%	-12%	/	-9%

Carrying on.
item	structure	Giardia kill	BRCA1 expr act	p53 reactivator	FLuc counter	Menin MLL FP TR	RORgamma inh
16	COc1ccccc1N1CCN(C(=O)c2oc3cc(C)cc(C)c3c2C)CC1	4	-48%	3%	-1%	-21%	-12%
17	CN1C(=O)S/C(=C\c2ccccc2OCc2ccc(C(=O)O)cc2)C1=O	2	-12%	0%	?	?	-3%
18	CC(C)CN1CCN(Cc2ccc(C#CC(C)(C)O)cc2)CC1CCO (centres undefined)	5	-2%	0%	1%	-5%	-12%
19	COc1ccc(/C=N/NC(=O)c2ccc[nH]2)cc1	0	?	?	5.4µM*	-2%	-38%
20	Cc1onc(-c2ccccc2)c1C(=O)O/N=C(\N)c1ccc([N+](=O)[O-])o1	?	-74%	-1%	-1%	/	-1%
21	COc1ccc(S(=O)(=O)N2CCC(C(=O)Nc3cccc(Cl)c3)CC2)cc1OC	-22	-20%	-8%	-3%	?	?
22	COc1cccc(NC(=O)c2cccs2)c1	-12	?	?	17µM*	7%	17%
23	NC(N)=NC(N)=Nc1ccc2ccccc2c1	8	16%	-4%	-9%	-17%	-27%
24	CCOC(=O)n1cc(-c2cnc(CNC(=O)C(C)(c3ccccc3)c3ccccc3)o2)c2ccccc21	-2	-32%	-1%	1%	1%	37%
25	Fc1cccc(CSc2nc3ccncc3[nH]2)c1	-12	?	?	?	6%	-8%
26	O=C(c1ccc(Cl)cc1)C1CCN(CC(=O)N2CCCCC2)CC1	-16	-24%	-1%	0%	-8%	0%
27	O=C(C1CC1)N1N=C(c2ccccc2)CC1(O)C(F)(F)C(F)(F)F (centres undefined)	13	6%	5%	-1%	-2%	11µM*
28	CCOC(=O)C1(CCc2ccccc2)CCN(Cc2ccn[nH]2)CC1	-17	-1%	0%	-3%	11%	12%
29	COc1ccc(N(C(=O)c2ccc(S(=O)(=O)N3CCCC3)cc2)C2C=CS(=O)(=O)C2)cc1 (centres undefined)	-8	0%	10%	8%	11%	25%
30	CCOC(=O)C(=CNc1ccccc1N1CCOCC1)C(=O)OCC	23	1%	-2%	0%	/	14%

item	Rab9 prom act	NPC1 prom act	ELG1 genotox	PKM2 activator	VP16 counter
16	-1%	-2%	-8%	-1%	-2%
17	0%	-5%	5%	0%	17%
18	0%	4%	-1%	-17%	-14%
19	1.6µM*	2.5µM*	8.2µM*	/	-12%
20	-4%	-3%	-12%	-1%	-23%
21	2%	-4%	-3%	-1%	6%
22	?	?	16µM*	-1%	11%
23	-13%	-5%	-4%	0%	-9%
24	1%	2%	2%	-1%	-3%
25	?	25%	16%	-15%	-1%
26	-4%	1%	2%	-1%	-15%
27	-2%	-3%	1%	2%	?
28	0%	-2%	2%	1%	-7%
29	0%	-8%	1%	-3%	8%
30	-5%	-5%	-7%	-2%	-22%

Continuation.
item	structure	Giardia kill	BRCA1 expr act	p53 reactivator	FLuc counter	Menin MLL FP TR	RORgamma inh
31	CCCC(O)(CCC)C(=O)NN(C(=O)OC)c1ccccc1	-20	1%	9%	4%	6%	-24%
32	Cc1ccc(C)c(NC(=O)C(=O)NCC2CCCN2S(=O)(=O)c2cccs2)c1 (centres undefined)	4	-2%	-13%	1%	/	/
33	Cc1ccc(OCCCCN2CCc3ccccc3C2)cc1	8	-54%	10%	6%	-19%	9%
34	Cc1ccc(C)c(OCC(O)CN2CCCCC2C)c1 (centres undefined)	-10	-25%	0%	1%	9%	?
35	COc1ccc(C(=O)NCCS(=O)(=O)NCc2ccc(F)cc2)cc1	?	1%	-2%	0%	/	/
36	Cc1ccc(S(=O)(=O)c2cc3c(=O)n4ccccc4nc3n(Cc3ccco3)c2=N)cc1	-13	-24%	-5%	1%	3%	-7%
37	CNC(=O)CC(=O)Nc1ccccc1C(=O)O	5	-17%	-7%	-1%	3%	0%
38	CCOc1ccc(NC(=O)CCC(=O)NNC(=O)COc2ccc(C)cc2Br)cc1	-6	77%	12%	2.1µM*	/	-19%

item	Rab9 prom act	NPC1 prom act	ELG1 genotox	PKM2 activator	VP16 counter
31	-3%	-1%	-4%	0%	0%
32	-1%	2%	-4%	/	/
33	1%	-3%	-4%	2%[11.5 µM]	-6%
34	1%	-1%	-2%	-3%	-1%
35	-3%	11%	-5%	/	/
36	2%	2%	-3%	18%	-3%
37	6%	2%	0%	-1%	-8%
38	?	?	?	-7%	-5%
